Bioassay records as filed in PubChem BioAssay.
TNAP act hi DEA = increases human TNAP activity under high phosphate acceptor concentration; P05186; purified TNAP, CDP-star luminescence, 1 M DEA, 30 min; active compounds read high; 0 = EDTA background, 1 = DMSO-only activity; activation factor at 20 µM; 200,000 tested, under 10 active; AID 1136;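 active = activation factor at least 2 at 20 µM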
Target sequence (P05186 whole entry, looked up): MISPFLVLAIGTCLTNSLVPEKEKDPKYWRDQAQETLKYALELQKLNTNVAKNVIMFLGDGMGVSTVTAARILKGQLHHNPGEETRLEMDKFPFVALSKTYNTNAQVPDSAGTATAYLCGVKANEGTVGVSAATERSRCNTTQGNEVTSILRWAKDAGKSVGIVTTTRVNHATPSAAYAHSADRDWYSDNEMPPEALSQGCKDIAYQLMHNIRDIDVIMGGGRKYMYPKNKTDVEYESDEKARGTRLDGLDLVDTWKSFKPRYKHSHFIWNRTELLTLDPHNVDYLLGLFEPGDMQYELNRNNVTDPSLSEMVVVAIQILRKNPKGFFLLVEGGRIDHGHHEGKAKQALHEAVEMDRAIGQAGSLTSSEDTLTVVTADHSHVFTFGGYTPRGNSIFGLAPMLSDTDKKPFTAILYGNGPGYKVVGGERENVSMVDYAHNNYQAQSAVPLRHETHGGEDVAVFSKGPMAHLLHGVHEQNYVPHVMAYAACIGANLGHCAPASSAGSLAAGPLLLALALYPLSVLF
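Dosing: 20 µM single point. System: human TNAP. Amount: TNAP 1/800 final. Incubation: 30 min, room temperature. Read-out: TNAP activation factor scaled between EDTA and DMSO control wells. Signal: luminescence from CDP-star hydrolysis. Medium: 1 M DEA, pH 9.8, Mg2+, Zn2+. Control set: EDTA negative control, DMSO positive control.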
Diaphorase act = activates diaphorase or chemically reduces, flagging diaphorase assay artifacts | activation factor at 20 µM | Diaphorase/resazurin coupled assay, resorufin fluorescence, 16 min; active compounds read high; 1 = vehicle wells, 0 = NADH-free wells | 190,000 compounds, 0.005% hits | AID 1229;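 active = diaphorase activity raised at least twofold by the compound at 20 µM; inactive = activation factor below 2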
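Test system: Clostridium kluyveri diaphorase, purified enzyme; input: enzyme 0.07 U/mL final; buffer or medium: 50 mM HEPES pH 7.4 with 4.542 mM MgCl2, 0.005% Tween 20; also added: 0.114 mM NADH and 0.1 mM resazurin, final amounts; schedule: 16 min enzyme reaction, ambient temperature; technique: fluorescence of resorufin, 544 nm excitation, 590 nm emission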
TNAP inh noacc = blocks human TNAP activity with no phosphate acceptor present; 200,000 compounds, 0.26% hits; AID 1012; purified TNAP, CDP-star luminescence, 30 min; inhibition, % at 20 µM; P05186;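 active = tissue-nonspecific alkaline phosphatase inhibition above about 50% at 20 µM in the single-dose screen, limit read from the data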;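 also: 0% = DMSO negative control and 100% = EDTA positive control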
FLuc act counter = affects firefly luciferase, flagging false hits in luciferase stimulation screens | P08659 | ATPlite luciferase biochemical, luminescence, 10 min; 0 = ATP-free wells, 1 = DMSO control | activation factor at 10 µM | 200,000 tested, under 10 active | AID 1027;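 active = luciferase activation factor, scaled between plate controls, of at least 2 with compound at 10 µM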
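System: luciferase plus luciferin reagent, cell-free; medium: PBS as buffer for the ATP substrate; dosing: test compounds dosed from 2 mM stocks in 100% DMSO; timing: 10 min post-reagent at room temperature; measured by: luminescence measurement of luciferase light output; evaluation: luciferase activation, seen as luminescence increase over controls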
PMI activator = activators of human phosphomannose isomerase; purified human PMI, coupled resazurin fluorescence, 20 min; active compounds read high; 1 = vehicle control, 0 substrate-free wells; 190,000 compounds, 0.005% hits; AID 1214; activation factor at 20 µM;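 active = activation factor of 2 or more at 20 µM, relative to plate controls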
Target sequence (P34949 whole entry, looked up): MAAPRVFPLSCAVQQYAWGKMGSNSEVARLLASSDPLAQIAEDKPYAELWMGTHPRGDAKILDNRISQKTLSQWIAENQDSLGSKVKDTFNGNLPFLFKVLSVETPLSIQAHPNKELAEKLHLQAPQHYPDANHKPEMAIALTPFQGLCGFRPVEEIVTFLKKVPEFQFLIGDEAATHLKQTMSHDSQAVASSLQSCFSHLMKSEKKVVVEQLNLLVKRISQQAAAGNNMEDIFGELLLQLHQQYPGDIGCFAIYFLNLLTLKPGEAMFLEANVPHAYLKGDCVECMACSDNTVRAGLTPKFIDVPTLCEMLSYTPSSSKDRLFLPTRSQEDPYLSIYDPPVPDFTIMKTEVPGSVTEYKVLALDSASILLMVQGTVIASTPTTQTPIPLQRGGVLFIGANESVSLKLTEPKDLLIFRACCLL
G6PDH CS = L. mesenteroides G6PDH inhibition counter-screen | Purified L. mesenteroides G6PDH, diaphorase/resazurin coupled fluorescence, 45 min | inhibition, % at 5 µM | 200,000 compounds, 0.12% hits; in the data active = inhibition above about 50%
Efa HMGR inh = blocks class II HMG-CoA reductase of Enterococcus faecalis | purified E. faecalis HMGR, NADPH absorbance 340 nm kinetic | inhibition, % at 10 µM | 190,000 compounds, 0.41% hits | AID 1066;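 active = inhibition above a set limit, the median over all tested compounds plus 3 SD, cut at about 9.5% in these data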;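 also: enzyme runs in reverse so mevalonate oxidation gives rising NADPH absorbance; 0% = complete reaction with DMSO and 100% = background rate lacking mevalonate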
Diaph inh CS = diaphorase inhibition or chemical oxidation counter-screen | diaphorase resazurin-to-resorufin fluorescence, NADH, 16 min; bacterial (C. kluyveri) enzyme, not human | 190,000 compounds, 0.69% hits | AID 1217 | inhibition, % at 20 µM;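 active = primary screen inhibition at 20 µM above a set limit, cut at about 50% in these data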;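 also: plate controls were DMSO with full reaction for no effect and wells lacking NADH for full effect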
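Assay system: diaphorase enzyme from Clostridium kluyveri; Input: enzyme working solution with 0.14 U/mL diaphorase; Timing: 16 min at room temperature; Technique: resorufin fluorescence, excitation 544 nm, emission 590 nm; Benchmarks: positive control minus NADH, DMSO neutral control.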
PMI act hi M6P = activators of human phosphomannose isomerase at near-saturating mannose 6-phosphate; coupled PMI enzyme assay, resazurin fluorescence, 20 min; active compounds read high; 1 = untreated enzyme, 0 = substrate-free blank; activation factor at 20 µM; 190,000 compounds, 0.34% hits; AID 1216;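 active = activation factor of 2 or more at 20 µM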
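Test system: human phosphomannose isomerase with PGI, G6PDH, diaphorase coupling enzymes / Doses: 20 µM compound, 1% DMSO / Times: enzyme reaction with compound 20 min at room temperature / Measured by: Diaphorase-driven resazurin-to-resorufin fluorescence, excitation 544, emission 590 nm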
TNAP inh hi DEA = blocks human TNAP under high phosphate acceptor concentration. P05186. purified TNAP, CDP-star luminescence, 1 M DEA. inhibition, % at 20 µM. 200,000 compounds, 0.03% hits;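 active = over 50% inhibition of tissue-nonspecific alkaline phosphatase at 20 µM in the single-dose screen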;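 also: plate controls were DMSO wells for no effect and EDTA-quenched wells as full inhibition for full effect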
Starred values were filed as active, the others as inactive; / = no result given. An unsorted share of the library; about 1.7% have a hit in one of these screens.

structure,TNAP act hi DEA,Diaphorase act,TNAP inh noacc,FLuc act counter,PMI activator,G6PDH CS,Efa HMGR inh,Diaph inh CS,PMI act hi M6P,TNAP inh hi DEA
CCN1CCCC1CNC(=O)Cn1cnc2sc(C)c(S(=O)(=O)N3CCC(C)CC3)c2c1=O (stereo unspecified),1,0.8,-7,1.1,1,0,3,18,0.9,-1
COc1c(Cl)cc(Cl)cc1C(=O)Nc1ccc(NC(C)=O)cc1,1,0.9,-1,1,0.9,12,-3,6,0.9,-2
CCN1CCN(CCCCSc2ccccc2)CC1,1,0.8,-9,1.1,0.9,11,-8,21,1.1,-2
CCc1ccc(C(=O)COC(=O)c2ccc(Cl)nc2)cc1,1,0.9,-12,0.8,1.1,4,-8,6,1,-4
Cn1c2ccccc2n2c(=O)c(Cl)c(-c3ccccc3)c(C#N)c12,1,0.8,-14,1,1.1,9,-5,23,0.9,-2
CC(C)Oc1ccc(C2CC(=O)N(c3ccc(C(=O)O)cc3)C2=O)cc1 (stereo unspecified),1,/,-6,1.1,/,8,-1,/,/,0
CCC(C)c1ccc(NC(=O)c2cnn3c(C(F)F)cc(C)nc23)cc1 (stereo unspecified),1,1,-7,1,1,-6,9,3,1,-1
COc1ccc(C(=O)Nc2ccc3c(c2)Cc2ccccc2-3)cc1,1,1,-6,1,1,3,-2,3,0.9,2
CC12CN3CC(=O)N4CC5(C)CN(CC(C)(C4)C5=O)C(=O)CN(C1)CC(C)(C3)C2=O,1.1,0.9,-19,1.1,1.2,5,-1,15,1.1,-8
COc1cc(NS(=O)(=O)c2ccc(NC(=S)NC(=O)c3cccs3)cc2)nc(OC)n1,1,0.7,0,1,0.8,14,-1,32,0.9,2
CCn1c(SCc2ccc(OC)cc2)nnc1-c1ccncc1,1,1,-7,1,1,4,0,5,1,2
O=C1N=C2SCCN2/C1=C\c1c(Cl)cccc1Cl,1,0.9,0,1,1,3,0,10,1,3
Cc1nn(Cc2cccc(C(=O)NC34CC5CC(CC(C5)C3)C4)c2)c(C)c1Br,1.1,0.9,-10,1,0.9,2,1,10,0.9,-5
Cc1cccc(N2CCN(c3cccc(C)c3)C2c2cccnc2)c1,1,0.9,-6,1,0.9,2,-3,5,0.9,-2
CCCCOc1ccc(-c2nnc(-c3ccco3)o2)cc1,1.1,0.9,-11,0.7,1,3,-2,12,0.9,-6
C=CCNC(=S)Nc1ccc2nc(C)c(C)nc2c1,1,1.1,-12,1,0.9,12,-1,-6,0.7,-3
O=C(N/N=C/c1cccnc1)C1CC1(c1ccccc1)c1ccccc1 (stereo unspecified),1,0.9,-2,1,1,1,-3,15,0.8,2
CC(C)=CCN1CCN(Cc2cccn2-c2nccs2)CC1CCO (stereo unspecified),1,0.9,-6,1,0.9,8,-4,13,1,-2
CC1CCc2nc3ccc(S(=O)(=O)N4CCC(C(=O)N5CCCCC5)CC4)cc3c(C(=O)O)c2C1 (stereo unspecified),1.1,0.8,-18,1.1,1.2,-6,2,21,1.1,-10
CCOc1ncccc1C(=O)NCc1ccccc1Cl,1,1,-7,1.1,1,-2,1,0,0.9,-4
COc1ccc(N2CCN(S(=O)(=O)c3cc(C)ccc3OC)CC2)cc1,1,0.9,-10,1,1,-2,-3,5,0.9,-4
Cc1ccc(C)n1-c1ccc(C(=O)NCc2cccnc2)cc1,1.1,0.8,-12,1,1,1,-6,16,0.9,-8
Cc1[nH]n2c(=O)c3c(nc2c1-c1ccccc1)CCC3,1,0.9,1,1.1,1,16,0,10,1,-3
O=C(O)C1C2CCC(O2)C1C(=O)Nc1ccc(F)cc1 (stereo unspecified),1,1,-12,1.1,1.1,0,4,-1,1,-5
Cc1conc1NC(c1cccs1)c1ccc2cccnc2c1O (stereo unspecified),1,0.7,-7,1,0.9,0,4,26,0.7,1
COCCn1nnnc1C(c1cccs1)N1CCCC(C)C1 (stereo unspecified),1,0.9,-4,1.1,0.9,10,-6,11,0.9,-2
Cc1cccc(NC(=S)Nc2ccc(N3CCOCC3)cc2)c1C,1,1,-4,1,0.9,-3,0,-2,0.9,1
O=C(Oc1ccc(C(=S)N2CCC(O)CC2)cc1)c1ccc(Cl)cc1,1,0.9,-2,0.8,1,-7,1,6,1,3
Cc1cc(C(=O)N/N=C/c2cccnc2)c(C)o1,1,0.8,-10,0.9,0.8,-10,0,21,0.8,-2
CCc1ccccc1OCC(=O)Nc1nc(-c2cccnc2)cs1,1,1,-57,1,1.1,7,-5,-2,1.1,2

structure,TNAP act hi DEA,Diaphorase act,TNAP inh noacc,FLuc act counter,PMI activator,G6PDH CS,Efa HMGR inh,Diaph inh CS,PMI act hi M6P,TNAP inh hi DEA
CSc1ccc(/C=C/C(=O)c2ccc(O)cc2)cc1,0.9,0.9,-33,0.3,0.9,-12,3,13,1,7
COc1ccc2nc(N)sc2c1,1,0.9,-12,0.8,1.1,7,-2,7,1,-4
Cn1cnnc1SCC(=O)Nc1ccc(OCc2ccccc2)cc1,1,1.1,-9,0.8,1,2,-2,-6,1,1
Cc1ccc(S(=O)(=O)N2CCCC(C(=O)O)C2)s1 (stereo unspecified),1.1,1.2,17,1.1,1.2,5,-3,-22,1.2,-10
COC(=O)c1ccc(Cn2nc(C)c([N+](=O)[O-])c2C)o1,1,0.9,0,1,0.9,13,-1,8,0.9,2
CCc1nnc(NC(=O)Nc2ccccc2OC)s1,1.1,0.9,-13,1,1,-1,-3,11,1,-6
c1cn(CCCNc2ncnc3sc4c(c23)CCC4)cn1,1,0.9,-4,1,0.9,10,2,5,0.9,-1
C/C(CCN1CCCCc2nc(C)c(C)cc21)=N\OC[C@@H](O)[C@H]1O[C@@H]2OC(C)(C)O[C@@H]2[C@H]1O,1,1.1,-8,1,1.1,13,-7,-6,1,-1
CCn1nc(C(=O)OCC(=O)Nc2ncc(Cl)c(C)c2Cl)c2ccccc2c1=O,1,0.7,-9,1.1,1,-52,-9,28,0.9,5
O=C(c1ccc2c(c1)OCO2)N1CCN(c2ccc(F)cc2)CC1,1,0.9,-8,1,1.2,4,-13,14,1.1,-3
O=S(=O)(N1CCOCC1)N1CCN(c2ccc(F)cc2)CC1,1.1,1,1,1.1,1.1,3,2,5,1.1,-5
Cc1nnc(SCC(=O)N(C(C)C)C(C)C)nc1C,1,0.9,-11,1.1,0.9,-12,4,12,0.9,-1
O=C(CN1C2CCCC1CC(NC(=O)c1ccco1)C2)Nc1ccccc1C(F)(F)F (stereo unspecified),1,0.8,-8,1,0.9,-2,-6,21,0.9,-3
O=C(CCCN1C(=O)/C(=C\c2cccs2)SC1=S)Nc1cccnc1,1,0.9,-15,1.1,1,19,-4,14,0.9,2
COc1ccc(/C(N)=N/OC(=O)Oc2ccccc2)cc1OC,1,0.9,-7,1,1,7,0,7,0.9,-3
O=C(C[n+]1ccc2ccccc2c1)c1cccc2ccccc12,0.9,0.6,28,1,1.2,4,3,45,1.1,6
CCN1CCN(C(=O)C2CCN(Cc3cc(Cl)ccc3O)CC2)CC1,1,1,1,1.1,1.1,7,-3,-2,1.1,-3
CC(C)(C)NC(=O)C(c1cccs1)N(CC1CCCO1)C(=O)c1ccc(-c2ccccc2)[nH]1 (stereo unspecified),1.1,0.7,-1,1,0.8,-6,-2,30,0.9,-5
COc1ccccc1C(=O)C1CCCN(C(=O)c2cccc(-n3cccn3)c2)C1 (stereo unspecified),1.1,1,-13,1,1,-2,0,4,1,-6
O=C(/C=C/c1ccco1)NCC1CCCO1 (stereo unspecified),1,0.9,-7,1,1,1,-4,9,0.9,-2
CSc1cnn(-c2ccccc2)c(=O)c1SC,1.1,0.9,-15,1,1,4,1,5,1.1,-7
CC1(C)CC(=O)c2cnc(NC(=O)Cc3ccc(Cl)cc3)nc2C1,1,1.1,-4,1,1,18,-4,-7,1,-5
COCCNC(=O)c1ccccc1NC(=O)Cc1ccccc1,1,1,-3,1,1,2,-3,3,1,2
O=C(/C=C/c1ccc2c(c1)OCO2)Nc1nc2ccccc2s1,1,1,-4,0.8,1,-18,-2,-3,1.1,4
CCOC(=O)c1cnc2ccc(OCC)cc2c1NCc1cccnc1,1,0.7,11,1,0.7,6,-4,29,0.4,3
CCn1nc(C(=O)NNC(=O)COc2ccccc2C)c2ccccc2c1=O,1,0.9,-17,1.1,1.1,8,2,8,1,-2
NS(=O)(=O)c1ccc(NN=C2CCCCC2)c([N+](=O)[O-])c1,0.9,1,10,1,1.1,8,2,-3,1,14
Nc1cc(S(=O)(=O)C(F)(F)F)ccc1C(=O)O,1.1,0.8,-12,1,1,0,3,16,0.9,-7
CC1CCCCC1N=CC1=C(O)CC(C)(C)CC1=O (stereo unspecified),1,0.9,-11,1,1,2,-5,10,1.1,-3
COC(=O)c1c(-c2ccccc2)csc1NC1=NS(=O)(=O)c2ccccc21,1,1,-19,0.3,0.9,28,-5,-1,0.9,-2
COc1ccc(S(=O)(=O)n2nc(OC(=O)c3ccccc3Br)cc2N)cc1,1.1,0.7,-2,1.1,0.8,1,2,33,0.8,-6
Cc1ccc(NC(=O)COc2ccc(Br)cc2CO)cc1,1,0.9,-10,1,1,-3,-2,13,1,-1
O=C(Cn1cnc2ccccc2c1=O)N1CCN(Cc2ccc3c(c2)OCO3)CC1,1,1,-13,1,1,2,-6,3,1,-3

For reference, some entries already given.
structure,TNAP act hi DEA,Diaphorase act,TNAP inh noacc,FLuc act counter,PMI activator,G6PDH CS,Efa HMGR inh,Diaph inh CS,PMI act hi M6P,TNAP inh hi DEA
Cc1ccc(NC(=O)COc2ccc(Br)cc2CO)cc1,1,0.9,-10,1,1,-3,-2,13,1,-1
O=C(Cn1cnc2ccccc2c1=O)N1CCN(Cc2ccc3c(c2)OCO3)CC1,1,1,-13,1,1,2,-6,3,1,-3
